Compound activity as filed in PubChem BioAssay.
LMP1 NFkB inh: reduces LMP1-driven NF-kappaB luciferase signal; LMP1-induced NF-kappaB luciferase reporter cells, luminescence; inhibition, % at 12.5 µM; 350,000 compounds, 0.69% hits; AID 504558; in the data active = inhibition above about 41%;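 also: 0% = neutral control wells and 100% = reference inhibitor control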
TWEAK Fn14 block: inhibitors of TWEAK-Fn14 interaction signaling; TWEAK-stimulated Fn14 reporter cells, luciferase luminescence, 8 h; inhibition, % at 10 µM; 360,000 compounds, 2% hits; in the data active = inhibition above about 50%
KKLEB cytotox: counter-screen for CF NF-kB inhibitors: cytotoxicity; AID 602141; 360,000 compounds, 0.36% hits; activity change (cytotoxicity), % at 5 µM; KKLEB CF airway cells viability, ATPlite luminescence, overnight; active compounds read low; cells stimulated with P. aeruginosa culture filtrate;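 active = corrected activity change at or below -50% at 5 µM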
C8 TRAIL sens: sensitizes caspase-8 expressing cells to TRAIL; inhibition (viability loss, TRAIL sensitization), % at 10 µM; 360,000 compounds, 1% hits; NB7+C8 cells + TRAIL, ATPlite viability luminescence;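 active = compounds causing at least 50% loss of cell viability in the single-dose screen, relative to plate controls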
LRH-1 inv ag: NR5A2 inverse agonism in reporter assay. HEK293T StAR-luciferase reporter, LRH-1 transfected, 24 h. 360,000 compounds, 0.13% hits. inhibition, % at 3.6 µM;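 active = inhibition above the mean inhibition of all tested compounds plus 3 SD, cut at about 73% in these data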;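 also: 0% = DMSO wells and 100% = reporter-only cells lacking LRH-1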
Target sequence (O00482 whole entry, looked up): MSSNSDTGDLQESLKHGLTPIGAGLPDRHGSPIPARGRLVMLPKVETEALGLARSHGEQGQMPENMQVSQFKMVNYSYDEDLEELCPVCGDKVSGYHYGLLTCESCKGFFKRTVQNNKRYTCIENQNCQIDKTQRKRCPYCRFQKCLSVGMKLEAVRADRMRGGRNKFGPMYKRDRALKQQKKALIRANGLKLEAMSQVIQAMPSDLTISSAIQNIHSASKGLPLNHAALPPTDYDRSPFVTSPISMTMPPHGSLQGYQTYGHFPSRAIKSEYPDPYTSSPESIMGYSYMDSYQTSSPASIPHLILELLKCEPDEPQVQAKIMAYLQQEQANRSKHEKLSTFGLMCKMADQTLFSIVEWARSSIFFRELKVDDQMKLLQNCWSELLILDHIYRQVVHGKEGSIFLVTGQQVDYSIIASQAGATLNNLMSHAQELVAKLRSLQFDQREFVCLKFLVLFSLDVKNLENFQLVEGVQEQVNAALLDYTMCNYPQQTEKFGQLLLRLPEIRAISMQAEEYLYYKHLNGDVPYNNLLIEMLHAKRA
CF NFkB block: cystic fibrosis NF-kB activation inhibition; inhibition, % at 5 µM; 360,000 compounds, 0.86% hits; KKLEB NF-kB-GFP reporter, PAF-induced, GFP fluorescence overnight;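 active = at least 50% inhibition at 5 µM, scaled per plate between neutral and stimulator controls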;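 also: PAF is a Pseudomonas aeruginosa culture filtrate used as stimulus; plate controls were PAF-stimulated DMSO wells for no effect and unstimulated DMSO wells for full effect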
SRC1 inh: inhibitors of human steroid receptor coactivator 1 (SRC1); Q15788; HEK293 GAL4-SRC1 luciferase reporter, luminescence; inhibition, % at 3.6 µM; 360,000 compounds, 0.12% hits;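 active = inhibition above the campaign mean plus 3 SD, with each screening campaign given its own cutoff, cut at about 60% in these data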;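 also: 0% = DMSO treated cells and 100% = gossypol at 36 µM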
TROY signal inh: TROY signaling inhibition. inhibition, % at 10 µM. 360,000 compounds, 0.98% hits. AID 1347056. Q293 LMP1-TROYcd NF-kB luciferase reporter, 4 h;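 active = compounds whose plate-normalised and pattern-corrected inhibition of the luciferase reporter signal at the single screening dose is 50% or more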
COUP-TFII inh: inhibitors of human COUP-TFII (NR2F2) | P24468 | HEK293T NGFI-A luciferase reporter, luminescence | inhibition, % at 8.6 µM | 370,000 compounds, 0.7% hits;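 active = inhibition above a per-plate cutoff, mean inhibition of test wells between control levels plus 3 SD, cut at about 38% in these data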;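 also: cells cotransfected with COUP-TFII expression vector driving the NGFI-A reporter; 0% = median of COUP-TF2 test wells and 100% = reporter-only cells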
Target sequence (P24468 whole entry, looked up): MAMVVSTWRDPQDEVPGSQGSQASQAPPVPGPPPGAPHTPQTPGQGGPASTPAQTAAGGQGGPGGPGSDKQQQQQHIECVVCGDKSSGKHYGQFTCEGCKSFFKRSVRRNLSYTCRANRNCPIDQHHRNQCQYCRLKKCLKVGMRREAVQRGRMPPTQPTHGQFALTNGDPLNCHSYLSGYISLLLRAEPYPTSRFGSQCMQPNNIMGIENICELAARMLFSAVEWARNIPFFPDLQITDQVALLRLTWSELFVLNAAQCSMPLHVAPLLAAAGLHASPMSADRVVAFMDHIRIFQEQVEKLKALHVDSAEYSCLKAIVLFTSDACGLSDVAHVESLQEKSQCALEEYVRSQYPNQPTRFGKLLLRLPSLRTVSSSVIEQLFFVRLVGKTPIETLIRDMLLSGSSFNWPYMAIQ
NCOA2 inhibitor: human SRC2 (NCOA2) inhibition. 370,000 compounds, 0.17% hits. Q15596. inhibition, % at 9 µM. HEK293 GAL4-SRC2 luciferase reporter, luminescence;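 active = inhibition above the mean inhibition of all tested compounds plus 3 SD, set per campaign, cut at about 52% in these data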;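 also: 0% = DMSO treated cells and 100% = cells given Gossypol at 36 µM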
SRC3 inh: inhibitors of human steroid receptor coactivator 3 (SRC3) | Q9Y6Q9 | HEK293 GAL4-SRC3 luciferase reporter, luminescence | inhibition, % at 3.6 µM | 360,000 compounds, 0.17% hits;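 active = inhibition above a per-campaign cutoff, the mean of all compounds plus 3 SD, cut at about 60% in these data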;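 also: 0% = DMSO-treated cells and 100% = gossypol-treated cells at 36 µM; higher means less SRC3-driven luciferase light from the GAL4 reporter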
The depositor's hits bear a star; / = no result given.

Each structure is followed by: SRC3 inh	NCOA2 inhibitor	LMP1 NFkB inh	CF NFkB block	KKLEB cytotox	C8 TRAIL sens	LRH-1 inv ag	TROY signal inh	TWEAK Fn14 block	COUP-TFII inh	SRC1 inh
- CCCCP(=O)(O)CCC(=O)O
    12	-10	3	10	0	-8	11	30	11	-5	0
- CC1(C)CN=C(Nc2ccccc2C(F)(F)F)S1
    7	-11	-9	-3	1	-14	-11	0	4	-6	-2
- COC(=O)C1=C(c2ccccc2OCc2ccccc2)C[C@@H]2CC[C@H]1N2C(=O)NCc1ccc(Br)cc1
    19	-14	-10	26	-16	31	4	-3	37	5	15
- C=CCN1CC[C@@]2(C)c3cc(O)ccc3CC1[C@@H]2C
    -20	-18	-6	-1	7	-13	-4	1	11	-10	5
- CCN1CCN(C(=O)Cc2ccc(C)cc2)CC1
    -27	8	-1	13	5	3	-3	-28	4	-15	-30
- COC(=O)C1=C(c2c(C)noc2C)C[C@@H]2CC[C@H]1N2C(=O)NC(C)C
    -9	-4	2	-1	-1	1	6	3	-16	-14	-4
- Cc1ccnc(-n2c(C)cc(C=C3C(=O)N(C)C(=S)N(C)C3=O)c2C)c1
    -4	16	-4	4	5	-2	-3	1	87*	-10	9
- Clc1ccccc1C1NCc2ccccc2-n2cccc21 (stereo unspecified)
    13	-9	-3	26	-6	-4	-3	28	0	20	-9
- O=C1CN=C(c2ccccc2)c2oc3ccc(Br)cc3c2N1
    -4	-32	4	-2	-21	9	-42	-11	-26	1	-1
- O=C1NC(=O)C(=Cc2ccc(-c3cc(Cl)ccc3[N+](=O)[O-])o2)C(=O)N1
    17	8	7	-6	-10	14	5	-5	15	-8	0
- COC(=O)C(O)(c1ccc(NC(=O)c2ccccc2)cc1)C(F)(F)F (stereo unspecified)
    -14	-49	-3	-14	0	7	-40	-25	-23	-40	-30
- CN1C(=O)/C(=C\c2ccc(N3CCCCCC3)cc2)C(=O)NC1=S
    -8	-13	-13	6	-5	7	35	-10	-19	-9	-37
- CCc1ccccc1NC(=O)CNC1CCCCC1
    1	7	-1	12	1	-2	9	9	10	-19	-13
- CCCN1CC[C@@H]2c3cc(O)ccc3CC[C@@H]21
    0	0	9	-9	-2	0	-43	0	3	8	-1
- CCCCn1c(O)c(C(C)=NCCc2c[nH]c3ccccc23)c(=O)[nH]c1=O
    14	12	8	10	9	8	6	17	25	-5	16
- c1cc2c(cc1C1OCC3C(c4ccc5c(c4)OCO5)OCC13)OCO2 (stereo unspecified)
    1	10	-3	22	-9	-3	-14	-12	-23	2	-10
- CC12CN3CC(C)(CN(C1)C3c1cccs1)C2 (stereo unspecified)
    9	-31	-1	-4	1	-2	7	4	7	-1	0
- Fc1ccc2c(c1)nnn2C1CCN(Cc2ccccc2)CC1
    1	11	-12	-12	-12	11	-5	-1	-14	-12	-59
- Cc1c(-c2cccc(Cl)c2)nc2ccccc2c1C(=O)N1CCC2(CC1)OCCO2
    8	-20	-12	3	-1	24	14	8	-2	3	6
- Cc1ccc(S(=O)(=O)N2CCC(C(=O)N3CCC4(CC3)OCCO4)CC2)cc1
    -4	8	3	2	-9	-23	17	-27	19	-14	15
- O=C(c1ccc2nc3ccc(Cl)cc3c(=O)n2c1)N1CCC2(CC1)OCCO2
    -8	-6	3	2	-12	17	2	-22	0	1	-12
- CN1CCN(c2c(N)c(=O)oc3ccccc23)CC1
    7	-10	-10	1	2	-13	-14	-22	5	-3	7
- CC(C)CCC1(CCc2ccncc2)C(=O)NC(=O)NC1=O
    5	-9	-11	8	-6	8	11	3	-11	18	-7
- CN(C)c1ccc([N+](=O)[O-])c([N+](=O)[O-])c1
    2	-14	8	5	-5	0	-11	0	2	-4	2
- CCN(CC)CCCN=Cc1c(O)n(CCc2ccc(OC)c(OC)c2)c(=O)[nH]c1=O
    15	0	-3	5	-16	-1	-2	-8	7	17	21
- CN1C(=O)CN=C(c2ccc(Cl)cc2)c2cc(Cl)ccc21
    -6	-1	-4	-1	-15	5	19	-7	-8	-10	7
- O=C(CCc1ccccc1)N1Cc2cc(N3CCOCC3)ccc2-n2nncc2C1
    3	-5	/	-36	-5	1	-1	-7	-27	9	7
- CN[C@H](C)[C@H](O)c1ccccc1
    -18	/	3	5	-12	-5	13	-9	1	/	-4
- COc1ccc(NC(=O)CN2C3CCC2CC(O)(c2cccnc2)C3)cc1OC (stereo unspecified)
    0	-12	0	-8	-1	-1	-4	6	-10	-11	-3
- COc1ccc(CN2C(=O)NC(=O)/C(=C\c3cccc(OC)c3OC)C2=O)cc1
    15	3	9	-20	15	-5	8	-2	6	-15	3
- Nc1ccc(CCN2CCN(c3cccc(C(F)(F)F)c3)CC2)cc1
    -15	14	-22	15	-6	12	15	-4	14	18	-4
- Cc1ccc(-c2cc(-c3ccc(C)cc3)[n+](-c3ccc(C(=O)[O-])cc3)c(-c3ccc(C)cc3)c2)cc1
    5	-7	-1	-5	7	6	1	-7	1	7	-9
- Cn1nnc(CC[N+](C)(C)C)n1
    16	-7	20	8	-10	-1	-14	-10	8	-2	-6
- Cc1ccccc1-n1c(O)c(/C=N/NC(=O)c2ccccc2O)c(=O)[nH]c1=S
    0	-29	-5	-21	17	10	-6	40	50	-6	-23
- N=C1c2ccccc2CN1CC(=O)c1ccccc1
    -86	-31	-39	-4	-4	12	-111	14	28	-44	-73
- CCOC(=O)c1cc(CC)sc1/N=C/C1C(=O)NC(=S)NC1=O
    8	-18	3	1	-4	-3	6	2	0	14	-13
- O=S1(=O)CC2(N3CCOCC3)CCCCCCC21 (stereo unspecified)
    -5	-5	2	12	7	4	7	1	11	-18	1
- Cc1ncc2n1-c1ccc(Cl)cc1C(c1ccccc1F)=NC2
    16	-15	16	-27	-5	-5	-22	-13	-3	-39	5
- CCCCCCC(N)CC(=O)O (stereo unspecified)
    -15	6	4	9	1	-8	14	-1	11	3	14
- CCC(=NCCCn1ccnc1)c1c(O)n(Cc2ccccc2)c(=O)[nH]c1=O
    -7	3	-2	1	4	-2	-14	9	0	-15	-2
- CC(C)(C)c1ccccc1O
    -10	-5	-1	-10	3	-1	9	-8	4	-15	-17
- NS(=O)(=O)c1ccc(N=Nc2c(O)[nH]c(=S)[nH]c2=O)cc1
    9	-4	3	5	0	-2	-9	6	12	3	4
- CNCCc1ccc(O)c(O)c1
    -2	14	-1	12	20	-10	23	7	-3	-37	-28
- C[C@]12CCC3C(CC[C@H]4C[C@H](O)CC[C@]34C)C1C[C@@H](O)[C@@H]2O (stereo partly specified)
    2	-2	0	-5	3	-13	-7	4	-3	7	6
- CCC(C)N1CCN(C(=O)COc2ccc3ccccc3c2)CC1 (stereo unspecified)
    8	-24	-2	-5	-5	-6	-19	4	9	6	-1
- CN1CSC(=S)N(C)C1
    25	-14	0	0	-4	-6	7	8	6	22	0
- CCN1CCN(Cc2ccc(C)cc2C)CC1
    4	10	-3	13	1	-12	14	2	15	17	7
- O=C(Cc1ccccc1)N1CCN(C2CCCCCC2)CC1
    -6	-16	0	-8	17	16	-5	-9	6	-9	0
- CC1=CC(=Cc2sc3ccccc3[n+]2C)C=C(C)O1
    33	-24	22	-50	-6	25	81*	20	1	72*	42
- O=C1NCN(c2ccccc2)C12CCN(C(c1cccc3ccccc13)c1nnnn1C1CCCCC1)CC2 (stereo unspecified)
    4	18	/	16	0	-10	-12	5	21	8	12
- CC12CN3C(O)C(C)(C1)CC(C)(C2)C3O (stereo unspecified)
    6	5	3	-1	1	-9	-24	-14	-22	4	0
- O=c1c(/C=N/N2CCOCC2)c(O)n(-c2ccccc2)c(=S)n1-c1ccccc1
    4	-9	1	-6	1	-5	-21	-17	2	-24	-9
- COC(=O)C1=C(c2ccc(OCc3ccccc3)cc2)C[C@@H]2CC[C@H]1N2C(=O)NCc1ccc2c(c1)OCO2
    -1	19	1	-10	10	-11	19	20	46	25	-1
- CCOC(=O)C1=C(N)OC2=C(C(=O)CCC2)C12C(=O)Nc1ccccc12 (stereo unspecified)
    21	4	1	4	0	-16	0	15	-6	4	3
- CCOc1cc(/C=C2/C(=O)NC(=O)N(c3ccc(CC)cc3)C2=O)ccc1OC(=O)c1cccs1
    9	/	-8	2	-8	7	-28	-3	8	/	-8
- Cc1c(C(=O)c2ccccc2)c2ccccc2n1C
    -5	-21	4	7	2	-6	11	-16	-16	-6	-3
- O=C1OCc2cc(N=Nc3c(O)[nH]c(=O)[nH]c3=O)ccc21
    16	-12	10	11	0	-8	6	-6	2	-19	-34
- O=C(O)Cn1cc(C(=O)c2ccccc2)c2ccccc21
    15	4	3	-12	-9	-3	-9	-19	5	-2	-14
- Cc1ccc(C)c(NP(=O)(Oc2ccccc2)Oc2ccccc2)c1
    21	-3	-3	97*	-67*	15	26	10	41	2	-4
- Cc1cc(/C=C2\C(=O)NC(=O)N(c3ccccc3F)C2=O)c(C)n1-c1cc(C(=O)O)cc(C(=O)O)c1
    12	4	1	-19	10	7	-5	5	-4	2	-2

The list continues.
Each structure is followed by: SRC3 inh	NCOA2 inhibitor	LMP1 NFkB inh	CF NFkB block	KKLEB cytotox	C8 TRAIL sens	LRH-1 inv ag	TROY signal inh	TWEAK Fn14 block	COUP-TFII inh	SRC1 inh
- CSCCC(c1nnnn1C1CCCC1)N1CCC2(CC1)C(=O)NCN2c1ccccc1 (stereo unspecified)
    5	18	/	-11	-13	-3	12	2	-2	3	5
- CN(C)C(=O)OCc1n(C)cc[n+]1C
    22	-3	-5	-18	0	3	18	1	-6	-2	16
- CCOP(=O)(C#CC(C)(C)C)C1(O)CCCCC1 (stereo unspecified)
    14	10	-1	-3	5	0	15	2	12	-15	-9
- CN1CCN(CCOC2c3ccccc3CSc3ccc(Cl)cc32)CC1 (stereo unspecified)
    9	9	-15	28	-14	3	-12	13	-12	-9	-65
- CCN(CC)c1ccc(N=Cc2c(O)n(-c3ccccc3)c(=O)[nH]c2=O)cc1
    10	26	0	-11	10	-1	17	2	-11	-3	-13
- COc1ccccc1N1CCN(Cc2ccc(SC)cc2)CC1
    12	1	7	0	-6	9	-9	-4	0	8	6
- COc1ccc(N=C(C)c2c(O)n(C)c(=O)n(C)c2=O)c(OC)c1
    3	-3	-1	1	1	-7	-3	-17	0	-15	8
- NC(Cc1ccccc1Cl)c1nn[nH]n1 (stereo unspecified)
    -14	-39	-3	11	-3	1	14	0	14	0	3
- C[C@]12CCC3C(CC[C@H]4C[C@H](O)CC[C@]34C)C1[C@@H](O)[C@@H](O)[C@@H]2O (stereo partly specified)
    3	1	2	10	0	-3	9	16	-2	-5	3
- CCCCC(=O)N/N=C/c1c(O)n(C2CC2)c(=S)[nH]c1=O
    14	-11	1	27	-1	-7	6	9	-4	2	6
- O=c1c2ccccc2nc(-c2ccc(-c3ccccc3)cc2)n1-c1ccncc1
    10	-29	-2	5	-10	4	-49	-40	-3	-8	2
- COCCNCCOc1ccc(C(C)(C)c2ccccc2)cc1
    17	11	-5	-10	-2	10	14	-8	0	-4	-3
- CCOC(=O)c1cnc(N2CC2)nc1N
    2	-18	4	-33	7	27	10	-25	13	-2	4

An excerpt. The share of hits here may be higher or lower than overall.
